# Assay outcomes: PubChem, National Center for Advancing Translational Sciences (NCATS)
# mIDH1 inhibitor: qHTS for Inhibitors of mutant isocitrate dehydrogenase 1 (IDH1): qHTS; IDH1-R132H enzyme, NADPH consumption, diaphorase/resazurin fluorescence; Isocitrate dehydrogenase [NADP] cytoplasmic (Homo sapiens), O75874; Potency, µM (titrated, usually from 76.6 µM), without a hit: top-dose activity change, negative = inhibition, most hits filed as inhibitors; hit rate 0.093% among 390,000; further: potency means the concentration at half of the fitted maximal effect; on the % scale 0 is the no-effect control and ±100 the full control effect; nearly all actives have a fitted effect of over 65% in size
# Target sequence (O75874 whole entry R132H, stated change not applied): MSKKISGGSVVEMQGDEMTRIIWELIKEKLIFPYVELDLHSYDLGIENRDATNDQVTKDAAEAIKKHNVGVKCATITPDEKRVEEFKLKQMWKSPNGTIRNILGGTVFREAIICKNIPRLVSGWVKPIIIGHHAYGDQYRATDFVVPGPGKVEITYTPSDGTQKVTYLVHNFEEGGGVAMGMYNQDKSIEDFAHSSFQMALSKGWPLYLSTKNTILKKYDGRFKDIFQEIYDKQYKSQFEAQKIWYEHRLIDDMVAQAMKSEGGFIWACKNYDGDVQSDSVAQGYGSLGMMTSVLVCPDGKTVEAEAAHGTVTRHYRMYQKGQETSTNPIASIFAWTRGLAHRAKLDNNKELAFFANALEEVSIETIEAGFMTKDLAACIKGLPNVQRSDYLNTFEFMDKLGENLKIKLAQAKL
#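 IDH1-R132H (0.5 ug/mL) preincubated 30 min with compound, then NADPH (0.016 mM) and alpha-KG (2 mM) added; 80 min at RT, pH 7.5. Remaining NADPH coupled via diaphorase/resazurin to fluorescence (540/590 nm); concentration-response curves normalized to no-enzyme control.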
# RXFP1 agonist: qHTS Assay for Agonists of the Relaxin Receptor RXFP1; hit rate 0.3% among 370,000; HEK293T-RXFP1 cAMP TR-FRET, 30 min; response scale: percent of porcine relaxin response, buffer zero; Relaxin receptor 1 (Homo sapiens), Q9HBX9; Potency, µM (titrated, usually from 57.5 µM), for inactives: at the highest dose activation, usual class: activators; further: potency means the concentration at half of the fitted maximal effect; on the % scale 0 is the no-effect control and ±100 the full control effect; nearly all actives have a fitted effect of over 60% in size; many of its hits are not listed in these tables
#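 cAMP rise read by TR-FRET after 30 min, 37C compound exposure (up to 58 uM) in RXFP1-transfected HEK293 cells with Ro 20174 present. EC50 from Hill-equation fits, with 29 nM porcine relaxin as 100% and buffer as basal.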
# USP1 inh: Inhibitors of USP1/UAF1: Primary Screen; recombinant USP1/UAF1, Ub-Rhodamine cleavage fluorescence; Potency, µM (doses to about 57.1 µM), without a hit: top-dose activity change, negative = inhibition, most hits filed as inhibitors; hit rate 0.23% among 390,000; Ubiquitin carboxyl-terminal hydrolase 1 (Homo sapiens), O94782; AID 743255, 2014; further: potency means the concentration at half of the fitted maximal effect; on the % scale 0 is the no-effect control and ±100 the full control effect; nearly all actives have a fitted effect of over 60% in size; inactives centre near -12
#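 USP1/UAF1 complex (1 nM) preincubated 15 min at room temperature with compound, then Ub-Rho substrate (150 nM final) added. Kinetic fluorescence at 480/540 nm over 6 reads at 60 s intervals; 50 mM HEPES pH 7.8, 0.5 mM EDTA, 0.1 mg/ml BSA, 1 mM TCEP, 0.01% Tween-20.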
# Vif-A3G inh: qHTS for Inhibitors of Vif-A3G Interactions: qHTS. DNA dC->dU-editing enzyme APOBEC-3G (Homo sapiens), Q9HC16. HeLa A3G-eYFP + Vif (tagged APOBEC3G with the HIV-1 protein that degrades it), YFP fluorescence, overnight. Potency, µM (highest dose often 46.1 µM), without a hit: top-dose activity, negative = active, most hits filed as inhibitors. hit rate 0.076% among 410,000. AID 602310, 2012;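 further: potency means the concentration at half of the fitted maximal effect; on the % scale 0 is the no-effect control and ±100 the full control effect; nearly all actives have a fitted effect of over 60% in size; hits raise eYFP signal because A3G escapes Vif-driven loss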
#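 HeLa cells stably expressing Vif and C-terminally eYFP-tagged A3G, seeded overnight at 37 deg C, then exposed to compound by pintool overnight at 37 deg C. Rise in yellow fluorescence (Ex 488/Em 500-530, Acumen) marks blocked Vif-driven A3G degradation.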
# Glioma ERSR ind: qHTS for Inducers of the Endoplasmic Reticulum Stress Response (ERSR) in Human Glioma: qHTS. U87-MG GRP78 promoter luciferase reporter, 16 h. AID 602332, 2012. hit rate 0.02% among 420,000. Potency, µM, for the others: at the highest dose activation, most hits filed as activators; further: potency means the concentration at half of the fitted maximal effect; series mostly up to about 76 µM; % of control where 0% means no effect; nearly all actives have a fitted effect of over 35% in size
#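 ERSR induction read as luciferase luminescence (Bright-Glo, 10 min at room temperature) in stably transfected human U87-MG glioma cells exposed to compounds for 16 h, using GRP78 as sensor.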
# LDHA inh: qHTS assay for inhibitors of human lactate dehydrogenase | purified LDHA, NADH/diaphorase-resazurin fluorescence; active compounds read low | activity change, % (values are at about 110 or 230 µM) | hit rate 0.15% among 480,000; in the data active means activity change below about -30%; inconclusive means mostly about -25% to -30%;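 further: plate controls were DMSO wells for no effect and wells without enzyme for full effect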
#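 Enzyme activity of human lactate dehydrogenase 5 (2 nM; 0.06 mM NADH, 0.2 mM pyruvate, 5 min, RT) is measured via a resazurin/diaphorase fluorescence readout of residual NADH.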
# PI4K2A block: qHTS for small molecular inhibitors of PI4K2A | purified PI4K2A, ADP-Glo luminescence, 1 h; active compounds read low | hit rate 0.13% among 420,000 | activity change, negative = inhibition, % at 76.9 µM | Phosphatidylinositol 4-kinase type 2-alpha (Homo sapiens), Q9BTU6; in the data active means activity change below about -50%; inconclusive means mostly about -30% to -49%;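 further: -100% = wells without enzyme as full effect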
#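 In this quantitative HTS, ADP production by PI4K2A was quantified luminescently after 1 h at ambient temperature; 100 microM adenosine served as plate-quality control.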
# Vif-A3F inh: qHTS for Inhibitors of Vif-A3F Interactions: qHTS; HeLa A3F-eYFP + Vif (tagged APOBEC3F with the HIV-1 protein that degrades it), YFP fluorescence increase; Potency, µM (doses to about 46.1 µM), for inactives: top-dose activity, negative = active; hit rate 0.2% among 390,000; further: potency means the concentration at half of the fitted maximal effect; % of control where 0% means no effect; nearly all actives have a fitted effect of over 65% in size
#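 HeLa cells stably expressing A3F-eYFP plus Vif, plated and incubated overnight at 37 deg C, then exposed to compounds overnight at 37 deg C. Blocked degradation read as raised yellow fluorescence (Ex 488/Em 500-530).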
# TrxR1 substrate: qHTS Assay for Substrates of Mammalian Selenoprotein Thioredoxin Reductase 1 (TrxR1): qHTS | Thioredoxin reductase 1, cytoplasmic (Rattus norvegicus), O89049 | purified TrxR1 substrate turnover, NADPH consumption readout | AID 588456, 2011 | Potency, µM (doses to about 114 µM), without a hit: top-dose activity change, negative = substrate turnover | hit rate 0.01% among 390,000; further: potency means the concentration at half of the fitted maximal effect; on the % scale 0 is the no-effect control and ±100 the full control effect; nearly all actives have a fitted effect of over 50% in size
# Target sequence (O89049 whole entry, looked up): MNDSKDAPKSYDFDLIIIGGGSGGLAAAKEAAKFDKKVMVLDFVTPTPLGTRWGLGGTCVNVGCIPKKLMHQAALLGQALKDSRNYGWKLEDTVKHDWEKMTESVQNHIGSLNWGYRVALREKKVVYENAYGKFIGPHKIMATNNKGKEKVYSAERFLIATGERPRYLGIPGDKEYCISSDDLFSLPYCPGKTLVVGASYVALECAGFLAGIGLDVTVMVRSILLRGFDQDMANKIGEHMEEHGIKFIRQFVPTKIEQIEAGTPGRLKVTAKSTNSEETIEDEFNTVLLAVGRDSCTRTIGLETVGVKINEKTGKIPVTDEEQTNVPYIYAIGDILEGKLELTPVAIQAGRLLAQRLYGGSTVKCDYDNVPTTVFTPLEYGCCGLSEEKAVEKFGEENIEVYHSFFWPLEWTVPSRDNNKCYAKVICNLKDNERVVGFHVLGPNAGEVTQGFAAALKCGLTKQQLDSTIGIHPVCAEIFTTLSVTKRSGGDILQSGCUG
#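 Rat TrxR1, dispensed at 90 nM, was prereduced with 400 uM NADPH (final) for 5 min at ~22 deg C, then incubated with compound 15 min before 400 uM selenite. A first-read NADPH fluorescence drop versus no-compound background flagged substrates.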
# Active calls of the source: *; ? = inconclusive; · = no result given; & = joins results of further samples; [ ] = remark or other dose. Unless noted, the call rests on the fitted dose curve; in most records, active means well fitted curve in the direction sought with a large enough effect; inconclusive means small, poorly fitted or top-dose-only effect, or another doubt; inactive means no such curve, though single readings can be large; an effect the other way counts as inactive or inconclusive.
SMILES,mIDH1 inhibitor,RXFP1 agonist,USP1 inh,Vif-A3G inh,Glioma ERSR ind,LDHA inh,PI4K2A block,Vif-A3F inh,TrxR1 substrate
O=C(N/N=C/c1cccc([N+](=O)[O-])c1)c1cc(-c2ccc3c4c(cccc24)CC3)n[nH]1,3%,0.1%,-1%,0%,-2%,-9,-3,1%,-4%
CC(=O)N(C)c1ccc(N=Cc2c(O)ccc3ccccc23)cc1,10%,2.7%,-17%,-2%,-8%,7,3,12%,-11%
CC(=O)c1ccc(-c2cccc(-c3cc(=O)oc4ccc(C(C)(C)C)cc34)c2)cc1,-7%,·,-27%,0%,-1%&-7%,-1,1,7%,-2%
COc1cc2c(cc1OC)CN(c1nc(CN3CCOCC3)nc3sc4c(c13)CCC(C)C4)CC2 (centres undefined),?,0.2%,-17%,-7%,-5%,3,0,-12%,-1%
CC(C)C[C@H](NS(=O)(=O)c1ccc(Br)cc1)C(=O)O,-4%,-3.0%,-16%,0%,-2%,-11,1,-2%,9%
O=C1OC(N2CCN(C/C=C/c3ccccc3)CC2)c2ccccc21 (centres undefined),5%,1.9%,-11%,0%,-2%,-5,4,1%,-7%
Cc1ccc(NC(=O)C2CSC3(C)CCC(=O)N23)cc1S(=O)(=O)N1CCCCCC1 (centres undefined),14%,-2.3%,-11%,-7%,-5%,4,-2,-4%,4%
Cn1cnnc1SC1c2cccc3cccc(c23)C1NS(=O)(=O)c1ccc(Cl)cc1 (centres undefined),0%,0.9%,-22%,-7%,-6%,-1,-5,9%,-4%
CC(=O)Nc1ccc(NC(=O)C(C)OC(=O)c2cccc(S(=O)(=O)N3CCCC3)c2)cc1 (centres undefined),10%,0.6%,-5%,2%,-5%,-5,9,-5%,-8%
Nc1nc(=S)c2ncn([C@@H]3O[C@H](CO)[C@@H](O)[C@H]3O)c2[nH]1,2%,2.7%,-18%,0%,-4%,-5,-7,6%,-10%
O=C(NCCc1csc(-c2ccc(F)cc2)n1)c1cccc(F)c1,17%,5.9%,-28%,-1%,-5%,1,5,5%,-4%[57.1 µM]
COC(=O)N/N=C\c1ccc(OC(=O)c2ccco2)cc1,-8%,-1.0%,-12%,1%,-4%,-5,-2,-1%,-4%[57.1 µM]
CCOCC(=O)Nc1ccc(S(=O)(=O)N2CCOCC2)cc1,0%,-0.1%,-7%,2%,-4%,0,-5,3%,2%
O=C(CN1CCCCC1)Nc1nc(-c2ccc(Cl)cc2)cs1,0%,-1.4%,-18%,2%,6%,-11,6,0%,-1%
Cc1sc(NC(=O)c2sc3nc4c(C)cccc4cc3c2N)c(C#N)c1C,5%,8.1%,-21%,?,-2%,-5,-1,?,2%
CC(C)c1nnc(NC(=O)C2CCCN(C(=O)Nc3ccc(F)cc3)C2)s1 (centres undefined),-6%,-1.7%,-25%,1%,-4%,2,3,4%,3%
COc1ccc(/C=C/c2nc3ccccc3n2C)cc1,25%,7.1%,-25%,1%,-13%,-3,-88*,-5%,18%[57.1 µM]
O=C(CCCN1C(=O)c2ccccc2C1=O)Nc1ccccn1,-4%,1.3%,-14%,-9%,-4%,-8,4,·,5%
Cc1ccc(NC(=O)COC(=O)CSC(=S)N2CCOCC2)cc1C,2%,0.9%,-17%,3%,1%,-5,0,1%,-5%[57.1 µM]
Cc1ccc(NC(=O)COc2ccccc2C(N)=O)cc1S(=O)(=O)N1CCCCCC1,2%,0.1%,-19%,0%,-3%,-2,2,-7%,4%
CCCN1CCN(C(=O)c2ccccc2-c2nc3ccccc3s2)CC1,-1%,1.3%,-7%,-2%,0%,-4,-1,-3%,-7%[57.1 µM]
COc1cc(-c2nn3c(-c4cccnc4)nnc3s2)cc(OC)c1OC,3%,0.8%,-5%,-1%,-5%,-2,-1,-1%,9%[57.1 µM]
CC1=C(C(=O)OCC2CCCO2)C(c2coc3ccc(C)cc3c2=O)C2=C(CCCC2=O)N1 (centres undefined),10%,?,-26%,3%,1%,4,6,-8%,-14%[57.1 µM]
CCN(Cc1ccccc1OC)CC1CCCN(CCc2cccc(OC)c2)C1 (centres undefined),3%,-1.0%,-17%,3%,-7%,-3,1,-1%,7%[57.1 µM]
CCOc1ccc(NC(=O)COc2nsnc2N2CCCCC2)cc1,2%,1.6%,-4%,4%,-3%,-2,-5,1%,-1%
O=C(c1ccccc1)c1ccc2nc(N3CCCCC3)c3nncn3c2c1,3%,3.0%,-13%,0%,-4%,-1,-4,-6%,2%
COc1cc(CCCN2C(=O)C(=O)NC[C@H]2Cc2cccc3ccccc23)cc(OC)c1OC,12%,·,-25%,-1%,-1%,2,1,-6%,4%
CCOc1ccc(N=Nc2c(C)noc2C)cc1,10%,-1.6%,-8%,-6%,-3%,-15,6,-2%,10%[57.1 µM]
Cc1ccc(C(=O)CSc2nnc(-c3ccco3)n2C)cc1,-5%,3.4%,2%,-2%,-3%,-5,-1,-4%,7%[57.1 µM]
O=C(COC(=O)c1ccc(Cl)c(S(=O)(=O)N2CCCC2)c1)NC1CCCC1,0%,0.5%,3%,-6%,-6%,-2,-6,-6%,0%
Cn1c(=O)c2c(ncn2CC(=O)NC2CCCCC2)n(C)c1=O,16%,16µM*,-8%,-9%,-2%,-3,-12,-7%,-1%
Cc1ccc2nc(C)c3c(c2c1)OC(C(C)(Cl)Br)C3 (centres undefined),2%,-1.5%,-9%,1%,-3%,-4,-1,-17%,-5%
C/[N+]([O-])=C\C1C(=O)CCCC1=O,10%,0.0%,-6%,-1%,-5%,2,-1,-10%,-18%[11.4 µM]
Cc1cccc(N2CCN(S(=O)(=O)c3ccc4c(c3)CCC(=O)N4)CC2C)c1 (centres undefined),-3%,0.8%,-17%,4%,-5%,2,-2,0%,7%
CCOc1ccc(NC(=O)CCN2CCN(C)CC2)cc1,9%,1.3%,-13%,0%,-2%,-2,4,2%,-1%[57.1 µM]
CCOc1ccc(N(C)S(=O)(=O)c2cc(-c3cc(C)no3)ccc2CC)cc1,4%,1.1%,-17%,-4%,-1%,0&0,10,4%,1%
CC1(C)NC(=O)N(CCCCOc2ccc3c(c2)CCC3)C1=O,7%,-0.1%,-5%,-2%,-2%,1,-1,0%,-4%
Cc1cc(/C=N/NC(=O)c2ccccc2F)c(C)n1-c1ccccc1,1%,0.1%,-10%,?,1%,-2,10,-6%,-2%
Cn1c(NC(=O)CCc2ccccc2)cc(=O)n(C)c1=O,-2%,-0.1%,-17%,0%,-4%,-7,4,-14%,2%
COc1ccc(-c2ncc(CN3CCN(CCC(C)C)C(CCO)C3)cn2)cc1 (centres undefined),1%,0.7%,-21%,-5%,4%,0,3,-3%,3%
C=C1C[C@H](O)[C@@H]2[C@H](OC(=O)[C@H]2C)[C@H]2[C@H](C)[C@@H](O)C[C@@H]12,-13%,0.5%,-25%,0%,-3%,-7,0,7%,8%
COc1ccc(NC(=O)C2CCC(CNc3c(N4CCCCC4)c(=O)c3=O)CC2)cc1OC (centres undefined),4%&-4%,-0.3%,-1%&5%,1%&1%,0%&-2%,0&-4,7&-2,-10%&4%,4%&-3%
CC(C)Cn1c(SCC(=O)NC(=O)NC2CCCC2)nc2ccccc21,4%,0.5%,-6%,2%,-2%,9,0,-3%,-3%[57.1 µM]
CCOc1ccc(NC(=O)C/C(N)=N/O)cc1,-2%,1.5%,-11%,0%,-1%,1,-4,-28%,8%
CC(O)(CS(=O)(=O)Cc1ccccc1)c1ccccc1 (centres undefined),-1%,0.5%,-14%,1%,2%,-3,0,?,-4%
COc1ccc(C)cc1NC(=O)C1CCCN1S(=O)(=O)c1ccccc1F (centres undefined),-8%,0.3%,-19%,-9%,-1%,-2,-2,-13%,-1%
CC(C)NC(=S)Nc1ccc(Oc2ccccc2)cc1,6%,-3.4%,-17%,0%,-10%,-3,-10,·,-7%
COc1cc(C=CC(=O)c2ccccc2)cc(OC)c1OC,·,·,·,?,-7%,0,4,·,·
O=C(c1ccccc1)c1ccncc1,-4%,0.1%,-21%,3%,-5%,-5,-5,1%,9%

# An excerpt; the hit share may differ from the screen's.
